AID2073 – inhibitors of Mint1-CaV2.2 protein interaction, biochemical, HTRF (AID 2073) | HTRF protein-protein interaction, Mint1-CaV2.2; higher % means a stronger effect | inhibition, % at 20 µM, or IC50 in µM where a hit was titrated | 290,000 tested, 0.19% active; in the data active = inhibition mostly above about 51%, no sharp cut-off; note: some results filed as inactive read as strong as hits
Yfh1-off respiration – mitochondrial function rescue without frataxin homolog – Friedreich's ataxia, plus single-dose screen, dose response (AID 1465) | S. cerevisiae Yfh1-off respiration, WST-1 reduction, 72 h; higher fold induction means a stronger effect | fold induction at 50 µM; hits with a dose series show EC50 in µM | 220,000 tested, 0.074% active;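 active = fold induction of absorbance versus untreated yeast above a set limit, then at least 30% activation at any dose in follow-up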;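 note: activators that raise dye reduction in frataxin-depleted yeast; strong numbers were not always called active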
Dynein cargo inh – blocks dynein driven cargo transport along microtubules; 3617.4 mouse cells, GR-EGFP nuclear translocation imaging; test concentration mostly 20 µM; stimulated with dexamethasone, 1 µM; stronger effect = lower value; z-score, hits read low; 220,000 tested, 0.47% active; AID 1381;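 active = plate z-score of nuclear minus cytoplasmic receptor signal below a set negative limit, without overly bright fluorescence or cell loss, cut at about -3.5 in these data, passing the limit was not always enough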;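 note: z-score of nuclear minus cytoplasmic ring GR-EGFP intensity difference per well; some compounds called inactive have numbers as strong as hits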
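Buffer or medium: tetracycline-free induction medium containing charcoal-stripped FBS / Reagent: dexamethasone agonist, 1.0 µM final, for 30 min / Technique: automated 10x imaging of fixed Hoechst-stained cells / Times: induction 48 h, compound 1 h, agonist 30 min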
b-catenin transl – modulators of beta-catenin nuclear translocation; HeLa beta-catenin nuclear translocation, immunofluorescence imaging; nuclear translocation activity, % at 5 µM; 190,000 tested, 0.3% active;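 active = nuclear translocation activity above 50% at 5 µM, with a well cell count of 50 or more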;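 note: per-cell ratio of nuclear to cytoplasmic median beta-catenin stain intensity; plate controls were DMSO negative control for no effect and GSK-3 inhibitor IX positive control for full effect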
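test system = HeLa cells, endogenous beta-catenin | dosing = single 5 µM dose plus 0.02–20 µM confirmation series | times = compound treatment 24 h, 37°C, 5% CO2 | technique = beta-catenin immunofluorescence imaging with DAPI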
Ins promoter up – MIN6 insulin promoter up-regulation. MIN6 insulin promoter-GFP reporter, high-content imaging; stronger effect = higher value. z-score at 5 µM. 190,000 tested, 0.3% active. AID 1625;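 active = z-score above 3 at 5 µM with at least 500 cells counted in the well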
WT yeast gro inh – growth inhibition of WT yeast, mitochondrial fusion screen; mitochondrial fusion phenotypic screen, WT strain; inhibition, % at 10 µM; 190,000 tested, 2.1% active; in the data active = inhibition above about 58%; tested in S. cerevisiae
Autophagy HCS – autophagy modulation, high-content screen; MEF GFP-LC3 puncta imaging; test concentration mostly 10 µM; calls only at 10 µM (by protocol); 190,000 tested, 0.98% active;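 active = percentage of spot-positive cells more than 3 SD above its plate mean, without a fluorescence outlier flag or 80% toxicity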;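 note: spot-positive cell cutoff set from DMSO-treated cells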
MT stabilizer – stabilizes microtubules in HeLa cells; HeLa tubulin immunostaining HCS, 24 h; share of cells brighter than vehicle mean+2SD; % tubulin-high responders, % at 10 µM; 200,000 tested, 0.83% active;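 active = plate Z-score above 3 for both tubulin-high and condensed-nucleus cell shares, with cell loss under 80%, at 10 µM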;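 note: anti alpha tubulin signal scored within the nucleus-defined area of each cell; some results filed as inactive read as strong as hits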
HIV fusion peptide – inhibitors of HIV fusion peptide binding, primary screen, biochemical, uHTS, fluorescence dequenching (AID 1986); cell-free peptide binding, fluorescence dequenching, 30 min; higher % means a stronger effect; 290,000 tested, 0.3% active; inhibition, % at 20 µM; hits with a dose series show IC50 in µM; in the data active = inhibition mostly above about 52%, no sharp cut-off; inactive = mostly below about 76%; note: some results filed as inactive read as strong as hits
WT yeast gro inh mutant strain – also measured in WT yeast gro inh; calls as there; inhibition, %; mitochondrial fusion phenotypic screen, mutant strain inhibition
Dynein cargo inh cytoplasmic EGFP – further read-out of Dynein cargo inh, marked with its call; z-score; measured here: cytoplasmic GR-EGFP intensity; stronger effect = higher value
Dynein cargo inh nuclear GR-EGFP – further read-out of Dynein cargo inh, marked with its call; z-score; measured here: nuclear GR-EGFP intensity;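 lower value marks the stronger effect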
Dynein cargo inh cell count – second read-out of Dynein cargo inh, no call of its own (marks repeat the call); z-score; measured here: cell count per field
Ins promoter up cell count – second read-out of Ins promoter up, no call of its own (marks repeat the call); cell count; measured here: cytotoxicity, nuclei count;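 total cells summed across four imaged fields per well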
b-catenin transl cell count 5 µM – also measured in b-catenin transl; calls as there; cell count; measured here: cell count, cytotoxicity flag
MT stabilizer Hoechst-high % – further read-out of MT stabilizer, marked with its call; % Hoechst-high responders; measured here: nuclear condensation Hoechst responders;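 share of cells brighter than vehicle mean plus two SD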
MT stabilizer cytotoxicity % – recorded beside MT stabilizer, whose call it bears; toxicity, %; measured here: cytotoxicity by cell density;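 0% = mean cell density of plate MIN control wells and 100% = no cells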
Autophagy HCS cell loss 18 h – further read-out of Autophagy HCS, marked with its call; toxicity, %; measured here: cell loss, nuclei count;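 cell loss after 18 h compound exposure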
The depositor's hits bear a star; i = inactive; / = not tested or not shown.

SMILES	AID2073	Yfh1-off respiration	Dynein cargo inh	Dynein cargo inh cytoplasmic EGFP	Dynein cargo inh nuclear GR-EGFP	Dynein cargo inh cell count	b-catenin transl	b-catenin transl cell count 5 µM	Ins promoter up	Ins promoter up cell count	WT yeast gro inh	WT yeast gro inh mutant strain	Autophagy HCS	Autophagy HCS cell loss 18 h	MT stabilizer	MT stabilizer Hoechst-high %	MT stabilizer cytotoxicity %	HIV fusion peptide
Cc1ccc2cc(CN(CC3CCCO3)C(=S)Nc3ccccc3)c(=O)[nH]c2c1C (stereo not drawn)	-2%	i	0.88	-0.23	0.56	-0.25	33	891	-1.5	958	22	11	i	4	11	17	24	-0.6%
Cc1cccc(C)c1Oc1nc(-c2ccccc2)ncc1S(=O)(=O)c1ccccc1	6%	i	-0.67	-0.23	-0.61	1.5	2.0	885	-2.1	1539	43	-17	i	3	0.8	1.1	14	2.1%
CCCN1C2CCCC1CC(NC(=O)c1cc(OC)c(OC)c(OC)c1)C2 (stereo not drawn)	35%	i	2.2	-0.14	1.6	-1.3	-4.5	900	0.12	1095	-16	-10	i	-18	5.5	3.0	15	0.5%
O=S(=O)(NNc1ccc(Cl)nn1)c1ccc(F)cc1	12%	i	-0.27	-0.23	-0.15	0.28	-1.4	1135	/	/	-4	4	i	-6	5.1	2.4	8.4	-0.3%
Cc1ccc2nc(-c3ccc(NC(=S)NC(=O)CC(C)C)cc3)sc2c1	7%	i	2.5	-0.18	1.6	-1.4	4.0	956	/	/	8	7	i	0	2.7	2.0	6.5	0.0%
CCOc1ccc2nc(N/C(N)=N/C(=S)Nc3ccc(C)c(C)c3)nc(C)c2c1	-2%	i	-0.22	-0.34	-0.35	0.4	-0.3	557	-0.37	1018	8	13	i	-4	5.4	2.9	9.7	0.1%
O=C(O)C1C2C=CC(C2)C1C(=O)Nc1nccs1 (stereo not drawn)	1%	i	-0.57	-0.09	-0.056	0.47	/	/	0.6	894	-8	-12	i	-17	1.5	1.7	6.9	-0.6%
O=C(Cn1cnc2ccccc21)N/N=C/c1cccnc1	-14%	i	-0.043	-0.13	-0.073	0.76	-0.6	1115	-0.16	1278	-6	-4	i	-7	1.3	1.9	9.7	-0.7%
CCOc1ccc(OCC(=O)Nc2ccc(OC)cc2[N+](=O)[O-])cc1	-1%	i	-0.23	-0.3	0.21	1.3	0.5	1546	0.45	1388	1	4	i	-4	4.4	4.4	8.8	-0.6%
CC1(C)CN(c2ccc(N3CC(C)(C)C3=O)cc2)C1=O	-2%	i	-0.66	-0.23	-0.41	0.27	2.1	1138	-0.94	1216	-22	-1	i	-8	1.7	2.4	6.9	0.1%
O=C(NCc1ccc(Cl)cc1)C1CCN(S(=O)(=O)c2cc([N+](=O)[O-])ccc2Cl)CC1	7%	i	0.15	-0.092	0.017	0.39	-0.4	1040	0.39	1541	-21	-4	i	4	1.6	2.3	7.0	-0.4%
Cc1cc(F)ccc1N1CCC(N2CCN(C(C)C)C(CCO)C2)CC1 (stereo not drawn)	1%	i	2.4	-0.13	1.7	-1.9	1.3	1143	-1.5	1407	8	3	i	12	3.1	1.4	9.3	0.4%
OC(C#CCN1CCCC1)(c1ccccc1)c1cccnc1 (stereo not drawn)	-5%	i	1.2	-0.64	0.31	-1.6	0.2	1296	-0.01	961	/	/	/	/	/	/	/	-1.8%
O=C(O)c1ccc(N2CCCCC2)cc1O	-4%	i	0.28	-0.26	0.12	0.48	-1.0	1153	0.28	1393	/	/	/	/	/	/	/	-2.1%
CC(=O)c1cccc(NC(=S)NC(=O)CC(C)C)c1	-2%	i	0.56	-0.031	0.97	0.083	-3.7	1240	-0.74	859	15	19	i	36	2.6	0.8	5.1	-2.2%
c1cnc2ccc3ncccc3c2c1	9%	i	-0.89	-0.25	-0.4	0.15	0.6	1335	0.02	1202	/	/	/	/	/	/	/	-3.7%
Cc1ccc(S(=O)(=O)NCc2n[nH]c(=S)n2C)cc1	16%	i	0.42	-0.072	-0.039	-0.16	0.6	1281	-0.11	1571	1	-1	i	-1	1.4	1.2	3.5	2.5%
O=C(CN1CCOCC1)N1CCN(c2ccc3ccccc3n2)CC1	-2%	i	-0.15	-0.18	0.25	0.077	-1.7	1129	0.58	1394	7	-2	i	-8	2.4	2.1	13	0.9%
CCSc1nnc(-c2cccnc2)n1-c1ccc(Cl)c(C)c1	-4%	i	2.2	0.21	0.99	-1.8	/	/	-0.22	915	4	3	i	6	1.2	1.2	6.9	1.1%
Cc1cc(C)nc(SCC(=O)N/N=C/c2cccc([N+](=O)[O-])c2)n1	-1%	i	-0.48	-0.26	-0.39	0.062	-0.8	1072	0.48	1505	-24	-1	i	17	4.1	2.5	16	-5.6%
O=C(c1ccccc1)N1CCN(c2ccc([N+](=O)[O-])c(NCc3cccnc3)c2)CC1	-1%	i	0.45	-0.28	-0.062	0.023	-0.4	1092	-0.17	1411	7	8	i	-14	2.4	1.7	1.0	-1.6%
O=C(O)CSc1nc(-c2cccs2)cc(C(F)(F)F)n1	-2%	i	0.82	-0.2	0.41	-0.094	1.0	1509	0.22	1299	14	-6	i	-8	2.9	1.3	5.0	-0.6%
C=CCOc1cccc(C2/C(=C(/O)c3ccc(F)cc3)C(=O)C(=O)N2CCN2CCOCC2)c1 (stereo not drawn)	-4%	i	-0.69	-0.24	-0.41	-0.48	1.2	1414	-0.29	1641	-9	3	i	12	2.7	1.8	5.2	3.0%
COc1ccc(/C=C/C(=O)N[C@H](C(=O)O)C(C)C)cc1	5%	i	0.1	0.39	0.81	-1	-1.2	1081	-0.14	1393	8	-4	i	-3	2.8	2.3	4.8	1.6%
O=C(Cc1ccccc1)N/N=C/c1cc2c(cc1Cl)OCO2	-8%	i	-0.23	-0.32	-0.45	0.66	/	/	0.09	994	-7	-10	i	8	2.7	2.0	2.0	2.6%
CCN(CC)CCCNC(=O)c1cc2c(=O)n(C)c3ccccc3c2n1C	-1%	i	-0.17	-0.21	0.12	0.24	/	/	-0.91	907	1	-8	i	8	4.1	3.7	3.2	-1.6%
COc1cc(NC(=O)c2cc3sccc3n2C)cc(OC)c1	-4%	i	-0.063	0.062	-0.19	0.53	-2.4	1218	-0.41	1195	32	18	i	1	1.8	1.4	9.7	2.3%
COc1cc(C)ccc1OCCOCCOc1ccc([N+](=O)[O-])cc1	-6%	i	-0.2	-0.19	0.053	0.5	-0.4	969	0.43	1320	16	1	i	30	2.9	2.4	8.3	-1.5%
O=C(Nc1nc2c(s1)C(=O)CCC2)c1ccccc1	-2%	i	0.33	-0.22	0.39	0.066	-5.6	955	0.6	1229	21	-10	i	-8	2.0	1.6	8.4	-1.5%
COc1cc(/C=N/NC(=O)c2ccc(O)cc2)ccc1Oc1ccc([N+](=O)[O-])cn1	9%	i	0.023	-0.28	0.049	-0.073	2.1	908	1.4	1432	0	12	i	29	3.9	2.1	7.3	-2.4%
Cc1cc(C)n2c(SCC(=O)Nc3ncc(C(F)(F)F)cc3Cl)nnc2n1	9%	i	0.52	-0.23	0.29	-0.22	-2.1	1095	0.01	936	-1	-17	i	-6	6.1	2.6	5.6	3.4%
O=C1CCCN1c1ccc(S(=O)(=O)N2CCN(c3ccccn3)CC2)cc1	16%	i	-0.8	-0.23	-0.68	0.21	1.2	954	0.64	891	0	4	i	-6	3.7	0.9	7.6	-0.6%
Cc1nc2ccccc2c(=O)n1NC(=O)/C=C/c1ccccc1	-1%	i	1.6	-0.06	1.5	-2.7	-1.2	1097	/	/	-4	-24	i	9	1.2	2.1	7.6	-0.6%
CCOP(=O)(C1=C(O)C(=O)C(C(C)(C)C)=CC1=O)c1ccccc1 (stereo not drawn)	11%	i	-1.1	-0.049	-0.68	-0.071	-1.8	1089	-0.44	1183	6	-5	i	-6	3.7	2.1	4.7	21%
FC(F)(F)c1cc(C(F)(F)F)c2ccc(N/N=C/c3ccccc3)nc2n1	4%	i	-0.41	0.25	-0.17	0.35	0.3	1365	-0.36	1530	7	7	i	-3	2.5	1.5	1.8	0.8%
CC(=NCCCN(C)C)C1=C(O)c2ccccc2C1=O	-6%	i	-0.82	-0.45	-0.42	0.91	-2.7	1188	0.26	776	-5	9	i	5	1.0	0.3	15	-2.8%
COCc1cc(C)nc(OCC(=O)N/N=C/c2ccc(-c3cc([N+](=O)[O-])ccc3Cl)o2)c1C#N	45%	i	-0.26	0.25	0.051	0.26	-2.8	563	/	/	18	10	i	4	20	2.6	38	1.4%

Pulled by compound from the entries so far (3):
SMILES	AID2073	Yfh1-off respiration	Dynein cargo inh	Dynein cargo inh cytoplasmic EGFP	Dynein cargo inh nuclear GR-EGFP	Dynein cargo inh cell count	b-catenin transl	b-catenin transl cell count 5 µM	Ins promoter up	Ins promoter up cell count	WT yeast gro inh	WT yeast gro inh mutant strain	Autophagy HCS	Autophagy HCS cell loss 18 h	MT stabilizer	MT stabilizer Hoechst-high %	MT stabilizer cytotoxicity %	HIV fusion peptide
CCOc1ccc(OCC(=O)Nc2ccc(OC)cc2[N+](=O)[O-])cc1	-1%	i	-0.23	-0.3	0.21	1.3	0.5	1546	0.45	1388	1	4	i	-4	4.4	4.4	8.8	-0.6%
O=C(Nc1nc2c(s1)C(=O)CCC2)c1ccccc1	-2%	i	0.33	-0.22	0.39	0.066	-5.6	955	0.6	1229	21	-10	i	-8	2.0	1.6	8.4	-1.5%
Cc1ccc2nc(-c3ccc(NC(=S)NC(=O)CC(C)C)cc3)sc2c1	7%	i	2.5	-0.18	1.6	-1.4	4.0	956	/	/	8	7	i	0	2.7	2.0	6.5	0.0%

Bioassay records as filed in PubChem.
